# D1 antag – Antagonist of Human D 1 Dopamine Receptor: qHTS; D(1A) dopamine receptor (Homo sapiens), P21728; HEK293 TREx D1 cells, calcium flux, dopamine EC80; active compounds read low; activity change, negative = inhibition, % at 10 µM; actives 3.2% (n = 360,000); AID 504652, 2011; in the data active = activity change below about -30%; note: % is set by controls: 0 for no effect and ±100 for the full control effect
# Target sequence (P21728 whole entry, looked up): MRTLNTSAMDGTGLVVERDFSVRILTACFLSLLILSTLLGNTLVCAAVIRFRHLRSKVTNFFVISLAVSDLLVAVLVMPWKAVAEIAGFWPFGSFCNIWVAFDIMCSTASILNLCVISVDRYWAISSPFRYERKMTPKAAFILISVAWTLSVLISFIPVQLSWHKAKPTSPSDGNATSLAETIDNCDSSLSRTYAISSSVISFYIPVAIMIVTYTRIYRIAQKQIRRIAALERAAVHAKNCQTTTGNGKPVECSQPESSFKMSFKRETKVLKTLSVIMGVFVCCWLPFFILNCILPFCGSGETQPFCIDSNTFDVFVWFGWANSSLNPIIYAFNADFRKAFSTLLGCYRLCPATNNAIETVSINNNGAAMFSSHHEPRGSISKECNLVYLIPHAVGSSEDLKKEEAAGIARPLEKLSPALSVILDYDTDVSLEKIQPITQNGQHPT
#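 Cells carrying a force-coupled, tetracycline-inducible human D1 receptor report calcium flux. Each well gets a 10 s baseline, compound with 180 s monitoring, then an EC80 dopamine stimulus with a second 180 s kinetic read.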
# RXFP1 antag – qHTS Assay for Antagonists of the Relaxin Receptor RXFP1 | Relaxin receptor 1 (Homo sapiens), Q9HBX9 | HEK293-RXFP1, relaxin-stimulated cAMP HTRF, 30 min; active compounds read low | activity change, negative = inhibition, % at 57.5 µM | actives 0.59% (n = 350,000) | AID 1259400, 2018;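 active = activity change of -60% or lower, but not beyond a set lower limit; inconclusive = change between -60% and -40%, or beyond the set limit; inactive = change above -40%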; note: % is set by controls: 0 for no effect and ±100 for the full control effect
# TRHR enhancer – qHTS for Small Molecule Agonists and Allosteric Enhancers of Human TRH Receptor: Primary Screen for Enhancers; TRHR cells, fluo-8 calcium fluorescence, EC20 TRH enhancement; Thyrotropin-releasing hormone receptor (Homo sapiens), P34981; actives 0.66% (n = 360,000); enhancement, % at 2 µM; in the data active = enhancement above about 30%; note: 0% is about no effect
# Target sequence (P34981 whole entry, looked up): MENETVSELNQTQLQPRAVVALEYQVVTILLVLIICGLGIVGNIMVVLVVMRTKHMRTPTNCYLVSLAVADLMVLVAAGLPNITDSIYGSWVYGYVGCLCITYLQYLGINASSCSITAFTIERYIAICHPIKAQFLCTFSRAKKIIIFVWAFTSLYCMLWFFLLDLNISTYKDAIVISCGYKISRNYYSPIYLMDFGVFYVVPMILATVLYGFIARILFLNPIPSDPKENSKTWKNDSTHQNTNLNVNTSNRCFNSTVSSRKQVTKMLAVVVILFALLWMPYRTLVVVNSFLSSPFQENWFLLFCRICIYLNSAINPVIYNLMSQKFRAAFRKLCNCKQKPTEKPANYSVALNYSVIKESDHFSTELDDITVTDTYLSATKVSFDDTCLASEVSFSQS
#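 TRHR-expressing cells loaded with fluo-8 calcium dye were read kinetically (ex 480/em 530) during compound addition, then stimulated with an EC20 of TRH (10 nM final). Enhancement of the Gq-mediated intracellular calcium response was scored.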
# D1 potentiator – Potentiators of Human D1 Dopamine Receptor: qHTS; D(1A) dopamine receptor (Homo sapiens), P21728; potentiation, % at 10 µM; actives 0.036% (n = 360,000); HEK293 TREx D1 cells, calcium flux, dopamine EC20 potentiation; AID 504651, 2011; in the data active = potentiation above about 30%; note: 0% is about no effect
# Anesthetic bind – qHTS Assay for Identification of Novel General Anesthetics | Ferritin light chain (Equus caballus), P02791 | Potency, µM (highest dose often 77.5 µM), inactives show top-dose activity change, negative = displacement, actives largely listed as inhibitors | apoferritin/1-aminoanthracene competitive binding, fluorescence | actives 0.074% (n = 350,000) | AID 485281, 2010; note: potency is the fitted concentration of half-maximal effect; % is set by controls: 0 for no effect and ±100 for the full control effect; nearly all actives have a fitted effect of over 20% in size
# Target sequence (P02791 2-175 limits assumed): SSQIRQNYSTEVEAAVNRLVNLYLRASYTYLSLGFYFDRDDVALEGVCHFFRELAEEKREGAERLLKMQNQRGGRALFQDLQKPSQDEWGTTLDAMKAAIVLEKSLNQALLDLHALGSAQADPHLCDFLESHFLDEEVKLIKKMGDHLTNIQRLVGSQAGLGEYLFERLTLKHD
#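 Horse-spleen apoferritin (10 uM) in 50% saturated 1-aminoanthracene in PBS was incubated 10 min at room temperature with compound. Fluorescence (ex 380, em 535 nm) was normalized to free and bound 1-AMA, with concentration-response fitted by a four-parameter Hill equation.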
# TRHR ag – qHTS for Small Molecule Agonists and Allosteric Enhancers of Human TRH Receptor: Primary Screen for Agonists; Thyrotropin-releasing hormone receptor (Homo sapiens), P34981; TRHR cells, calcium flux fluo-8, FDSS agonist mode; activation, % at 2 µM; actives 0.18% (n = 360,000); AID 493084, 2011; in the data active = activation above about 30%; note: 0% is about no effect
#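 Fluo-8-loaded TRHR cells; 10 s baseline, compound added, kinetic Ca2+ fluorescence read 1/s, agonist mode.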
# D2 PAM – HTS Assay for Positive Allosteric Modulators of the Human D2 Dopamine Receptor: Primary Screen for Potentiators. AID 485347, 2010. HEK293 T-REx D2, calcium flux, EC20 dopamine potentiation. actives 0.34% (n = 340,000). D(2) dopamine receptor (Homo sapiens), P14416. potentiation, % at 10 µM;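 active = potentiation over 3 SD above the plate norm, cut at about 30% in these data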; note: 0% is about no effect
#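 Tetracycline-induced Hek293 Trex D2 cells, force-coupled to calcium, loaded with no-wash calcium dye. Compound added with 180 s kinetic read for agonism, then EC20 dopamine and a further 180 s read for potentiation.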
# D1 agonist – Allosteric Agonists of the Human D1 Dopamine Receptor: qHTS. D(1A) dopamine receptor (Homo sapiens), P21728. HEK293 T-REx D1 cells, calcium flux, agonist mode. activation, % at 2 µM. actives 1% (n = 360,000). AID 504660, 2011; in the data active = activation above about 30%; note: 0% is about no effect
#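 Agonism was scored from calcium flux recorded over 180 s (1 read/s) after pintool compound addition, following a 10-cycle baseline. Cells were inducible force-coupled HEK293 TREx D1, plated overnight at 30 C and loaded with no-wash calcium dye.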
# RXFP1 ag – qHTS Assay for Agonists of the Relaxin Receptor RXFP1 | Relaxin receptor 1 (Homo sapiens), Q9HBX9 | HEK293T-RXFP1 cAMP TR-FRET, 30 min; response scale: percent of porcine relaxin response, buffer zero | Potency, µM (doses to about 57.5 µM), for inactives: top-dose activation, usual class: activators | actives 0.3% (n = 370,000); note: potency is the fitted concentration of half-maximal effect; % is set by controls: 0 for no effect and ±100 for the full control effect; nearly all actives have a fitted effect of over 60% in size; many of its hits are not listed in these tables
#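 cAMP rise read by TR-FRET after 30 min, 37C compound exposure (up to 58 uM) in RXFP1-transfected HEK293 cells with Ro 20174 present. EC50 from Hill-equation fits, with 29 nM porcine relaxin as 100% and buffer as basal.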
# * hit, by the source's call; u = inconclusive; x = no result given; & = joins results of further samples; [ ] = remark or other dose. Unless noted, calls come from the whole dose curve; as a rule, active = well fitted curve in the direction sought with a large enough effect; inconclusive = small, poorly fitted or top-dose-only effect, or another doubt; inactive = no such curve, though single readings can be large; an effect the other way counts as inactive or inconclusive.
# Values run as follows: D1 antag	RXFP1 antag	TRHR enhancer	D1 potentiator	Anesthetic bind	TRHR ag	D2 PAM	D1 agonist	RXFP1 ag
CC1CCCCN1C(=O)Cn1cc(C=O)c2ccccc21 (stereo not drawn)
→ -20	-8	1	5	1%	0.9	10	3	0.4%
CCOc1ccccc1C(=O)NCc1ccc2c(c1)CCN2C(=O)c1ccc(F)cc1
→ -21	-27	-3	-3	-7%	-0.6	12	5	0.3%
COc1ccc(Cl)cc1NC(=O)NCC1CCN(C(=O)OC(C)(C)C)CC1
→ -13	-7	-2	-7	-4%	-0.2	-33	4	-1.3%
COCc1ccc(C(=O)N2CCCC(C(=O)c3ccc(SC)cc3)C2)o1 (stereo not drawn)
→ 1	11	0	-2	-19%	0.0	-1	7	1.1%
O=C1CCC(C(=O)NCc2cccnc2)N1 (stereo not drawn)
→ 44	8	3	1	1%	-0.6	5	0	3.1%
CN(CC(=O)Nc1cccc(F)c1)C(=O)c1cc(S(=O)(=O)N(C)C)ccc1N1CCCC1
→ -3	-9	-3	2	-5%	-0.6	-8	0	-0.8%
CC(c1ccco1)N(C(=O)c1ccc(F)cc1)c1ccccn1 (stereo not drawn)
→ 0	-6	5	2	-11%	-0.1	3	5	3.0%
CSc1ccccc1NC(=O)N1CCCC(C(=O)c2ccc3c(c2)OCO3)C1 (stereo not drawn)
→ 2	-6	-16	-5	-20%	-1.1	x	0	1.3%
O=C1N/C(=N\N=C\c2ccco2)SC1Cc1ccc(F)cc1 (stereo not drawn)
→ -13	-19	-3	-3	-11%	-1.2	-1	2	-0.4%
CCCCn1c(=O)[nH]c(=O)c2c1nc(-c1cc(Cl)c(OC)c(OC)c1)n2C
→ 23	-10	-5	10	-6%	0.3	6	3	1.0%
CCOC(=O)c1ccccc1NC(=O)CCc1nc(-c2ccc(C)cc2)no1
→ -9	0	-5	0	43%[activator]	3.0	-3	8	3.3%
COCCCNC(=O)/C=C/c1ccc(Cl)cc1
→ -3	-15	5	1	-10%	0.1	-21	0	0.2%
O=C(c1cccc2ccccc12)C1CCCN(C(=O)c2ccc(N3CCOCC3)cc2)C1 (stereo not drawn)
→ -22	-7	-3	-3	-15%	-1.3	-11	1	2.2%
Cc1cccc2cc(C#N)c(SCC(=O)N3CC(=O)Nc4ccccc43)nc12
→ 7	2	-3	-4	-9%	11	-2	13	7.7%
Cc1ccc(CCNC(=O)c2ccc(CS(=O)(=O)Cc3cccc(C)c3)o2)cc1
→ -10	-38	-7	-1	-18%	-0.4	-7	-2	3.2%
CCOc1ccc(S(=O)(=O)N(C)c2ccc(OCC(=O)NCC3CCCO3)cc2)cc1 (stereo not drawn)
→ 14	3	1	15	-5%	-0.3	9	3	-0.8%
O=C(NCc1ccccc1)Oc1cccc(Cl)c1
→ -9	-5	0	0	-16%	-0.2	-1	2	0.7%
Cc1ccc2nc(N/C(=N/S(=O)(=O)c3cccs3)c3ccccc3Cl)sc2c1
→ -2	-13	12	-5	-10%	0.8	-4	0	0.7%
O=C(O)C(NC(=O)C1CCCN1C(=O)OCc1ccccc1)c1ccccc1 (stereo not drawn)
→ -4	15	14	-1	4%	0.6	25	4	-2.0%
Cc1ccc(C2CC(c3cccs3)=NN2C(=O)CCl)cc1 (stereo not drawn)
→ -2	-17	17	-4	2%	0.1	0	0	0.1%
O=C(NCCN1CCN(S(=O)(=O)c2ccc([N+](=O)[O-])cc2)CC1)C(=O)Nc1ccccc1
→ 7	-10	0	-3	-6%	0.2	-3	4	1.9%
CCOc1ncccc1C(=O)OCC(=O)c1ccccc1Br
→ -10	12	0	-3	u	-2.0	-4	3	1.1%
COc1ccc(N2CCN(C(=O)Cc3noc4ccc(C)cc34)CC2)cc1
→ -4	-13	-5	-4	-14%	-0.3	-8	-2	-0.6%
COc1ccc(CNC(=O)CN(C(=O)c2cc3sccc3n2C)C2CCCC2)cc1
→ 13	-9	-3	-3	3%	-0.7	-2	1	0.8%
CC1(C)CC(=O)c2cnc(N3CCN(c4ccccc4)CC3)nc2C1
→ -11	-6	-4	-4	-8%	0.8	-11	4	-0.5%
CC1=NN(C(C#N)c2ccccc2O)C(C)(C)C1 (stereo not drawn)
→ -3	-5	-2	-10	-3%	-0.1	-6	1	0.4%
Cc1ccc(S(=O)(=O)N(CC(=O)Nc2ccccc2C(=O)O)c2ccccc2)cc1
→ 2	-14	13	-5	-4%	-0.3	5	1	0.7%
CCOc1ccc(OCCCC(=O)Nc2nc3ccccc3[nH]2)cc1
→ 18	-6	4	-3	0%	-0.9	13	4	-3.1%
O=C(COC(=O)c1ccc(Br)o1)Nc1nc2ccccc2s1
→ 16	0	19	12	u	0.0	x	4	0.8%
CC(C)Cn1c(-c2csc3c2CCCC3)n[nH]c1=S
→ -13	-3	-6	-8	u	-0.1	9	16	-0.6%
COc1ccc(C2C(C#N)=C(N)N(c3ccccc3C#N)C3=C2C(=O)CCC3)cc1CN1CCCC1 (stereo not drawn)
→ -6	5	-2	-1	-16%	-0.1	-2	2	4.0%
CCOc1ccccc1NC(=O)C1CCCCN1S(=O)(=O)c1ccccc1 (stereo not drawn)
→ 13	-2	0	6	x	-0.2	-7	2	1.0%
O=C1COc2cc(S(=O)(=O)CCC(=O)N3CCCCC3)c(Cl)cc2N1
→ 10	-1	3	-8	-10%	0.4	x	2	4.6%
Nc1nc(SCC(=O)Nc2ccc(Cl)c([N+](=O)[O-])c2)n[nH]1
→ -10	4	6	-2	x	0.4	-5	0	0.4%
Nc1nonc1C(=O)NCCNC(=O)c1ccc(Cl)c(Cl)c1
→ -20	-13	2	-5	1%	-0.1	-7	0	1.2%
COc1cc(OC)c(C(=O)Nc2ccc(S(=O)(=O)N3CCCCC3)cc2)cc1OC
→ -14	-14	2	-2	x	0.3	-6	2	-1.1%
CC(C)CN(C(=O)c1cccs1)C1CCS(=O)(=O)C1 (stereo not drawn)
→ 5	17	4	-4	x	0.1	0	2	-1.4%
COc1ccc(NC(=O)c2cc(S(=O)(=O)N3CCCCC3)c[nH]2)cc1Cl
→ -4&6	-10	-1&-2	0&-2	-8%&-1%	-0.7&0.8	2&1	1&2	1.2%&0.4%
O=C(c1ccccc1NS(=O)(=O)c1ccc(F)cc1)N1CCCCC1
→ 14	-7	4	-2	-5%	0.0	8	5	-3.3%
CCc1nnc(NC(=O)CN2C(=O)NC3(CCCC3)C2=O)s1
→ 10	-6	3	x	x	0.2	-7	2	1.0%
O=C(COC(=O)c1cccnc1Cl)NCCC1=CCCCC1
→ x	-11	18	2	-21%	-0.9	3	2	4.7%
C=CCN1C(=O)C(Cc2ccc(F)cc2)S/C1=N/N=C/c1ccco1 (stereo not drawn)
→ 1	-12	5	-12	0%	0.1	20	1	0.1%
COC(=O)c1sc(NC(=O)c2cc3c(s2)CCCC3)nc1C
→ -2	2	0	-3	-8%	0.4	-22	0	3.4%
COc1ccccc1-n1c(SCC(=O)O)nc2c(sc(=S)n2-c2ccc(C)c(C)c2)c1=O
→ 4	-11	0	8	-4%	0.9	0	1	1.9%
CC1CCCCN1CCCNC(=O)CN1C(=O)CSc2ccc(S(=O)(=O)N3CCOCC3)cc21 (stereo not drawn)
→ -15&-22	10&1	-1&9	-1&0	-4%&10%	0.9&-0.2	-6&-14	0&-2	0.8%&-1.9%
O=C(C1CCCN(S(=O)(=O)c2cccc3nonc23)C1)N1CCN(c2ccccc2)CC1 (stereo not drawn)
→ 5	0	4	-9	-24%	-0.6	4	0	-3.5%
CCc1ccc(S(=O)(=O)Nc2nnc(N)s2)cc1
→ 4	8	1	-6	-1%	-0.1	2	3	1.0%
CCC(=O)N1CCc2cc(Br)cc(S(=O)(=O)N3CCN(c4cc(C)ccc4C)CC3)c21
→ 2	x	-6	0	5%	0.2	25	1	-1.7%
Fc1ccccc1NC(=S)NCCc1ccc(Cl)cc1
→ -23	0	-4	-7	-18%	-0.1	-4	6	2.5%
CCOC(=O)C1CCCN(C(c2ccccn2)c2c(C)[nH]c3ccccc23)C1 (stereo not drawn)
→ 22	3	2	-2	-23%	0.7	1	4	0.5%
Cc1ccccc1C(=O)N1CCN(c2ccc(NC(=O)c3ccccc3[N+](=O)[O-])cc2)CC1
→ 3	8	3	1	u	-0.2	5	0	0.7%
CCOC(=O)c1c(NC(=O)COC(=O)Cc2c[nH]c3ccccc23)sc(C(=O)N(C)C)c1C
→ -18	20	1	-15	x	0.2	5	3	-0.4%
CC1=C(c2ccc(C(C)C)cc2)S(=O)(=O)N=C1N1CCC(C(=O)NCc2ccccc2)CC1
→ 5	-11	0	-5	-22%	0.0	14	2	16%
CCCP(=O)(CC(=O)N(CC)CC)c1ccccc1 (stereo not drawn)
→ -10	4	-4	1	-6%	0.2	-3	0	2.2%
CCCC(=O)c1cc(F)c(N2CCN(CCC#N)CC2)cc1C
→ -16	-3	9	-4	-14%	0.3	-1	2	1.3%
CCc1cc2c(-c3ccccc3)cc(=O)oc2cc1OC(=O)c1cccs1
→ 9	-6	4	-6	1%	-1.1	8	0	-1.1%
CCCOc1ccccc1/C=N/NC(=O)C1CC1
→ 1	-1	-8	0	-9%	-0.6	-6	2	0.4%
Cc1cc(C)c(OCC(=O)OCC(=O)N(C)C2CCS(=O)(=O)C2)c(C)c1 (stereo not drawn)
→ 6	3	2	5	x	-0.3	2	1	-0.2%

# Compound activity deposited in PubChem BioAssay by National Center for Advancing Translational Sciences (NCATS).

# Not all compounds are listed (hit frequency here may not be typical).
